# Screening results deposited in PubChem BioAssay by Small Molecule Screening Facility, UW Madison.
# PriA SSB inh: inhibitors of Klebsiella pneumoniae PriA binding to SSB C-terminal tail, primary screen, biochemical, AlphaScreen; PriA–SSB C-terminal tail interaction (Klebsiella pneumoniae); AlphaScreen SSBct-PriA binding, biotinylated peptide; inhibition, % at 33 µM; 430,000 compounds, 0.6% hits; in the data active means inhibition mostly above about 37%, no sharp cut-off; inactive means mostly below about 20%;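 further: plate controls were negative control peptide for no effect and reference peptide for full effect; strong numbers were not always called active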
# Active calls of the source: *; & = joins results of further samples.
SMILES	PriA SSB inh
NC(=O)c1ccccc1OCC#CCNS(=O)(=O)c1cccnc1	1.0
Cc1cc(C(=O)NCC#CCOc2ccccc2C(N)=O)no1	-14.0
CC(O)(CNC(=O)C1(c2cccs2)CCCC1)Cc1ccco1 (stereo not drawn)	7.0
O=C(c1cccs1)N(CCc1cccs1)Cc1cccnc1	-5.0
CC(=O)NCCn1ncc2c(N3CCOCC3)ncnc21	-6.0
CCc1ccc(S(=O)(=O)NCCN2CCN(c3ccc(F)cc3)CC2)s1	-7.0
O=C(CCCS(=O)(=O)c1ccccc1)Nc1nccs1	1.0
CCCCCC(=O)NN=Cc1cc(Br)c(O)c(OC)c1	0.0
O=C(CSc1ncc(-c2cccc(Cl)c2)o1)Nc1ccc(F)cc1F	-22.0
COc1ccc(O)c(C=NNC(=O)CCC(=O)Nc2cccc(C)c2)c1	-1.3
CCNC(=O)Nc1cccc(-c2nc3ccccc3o2)c1	-11.0
COc1ccc(S(=O)(=O)N2CCN(CCNC(=O)COc3ccccc3C)CC2)cc1	-8.0
O=C(Nc1ccc(F)cc1F)Nc1ccccc1-c1ccc(=O)[nH]n1	-2.0
O=C(O)C1=Cc2ccccc2OC=C1	-12.0&-9.0
CCOC(=O)c1ccc(NC(=O)C2CC(=O)NC(=N)S2)cc1 (stereo not drawn)	3.5
N=C(N)SCCO	-12.0
Cn1cc(-c2ccco2)nc1CCNC(=O)Cc1ccc(F)cc1	-9.0
COc1ccc2nc(N(Cc3ccccn3)C(=O)c3ccccc3Br)sc2c1	-4.0
CC(C)N=c1scc(-c2ccco2)n1N=Cc1ccc(O)c(O)c1	25.5
CC1CCCCC1NC(=O)Cc1cc(-c2cccs2)on1 (stereo not drawn)	-4.0
COc1cc(C(=O)NCCSc2nncn2C)ncn1	-12.0
Nc1cc2c3c(c1)CCN3C(=O)CC2	1.0
Cc1onc(-c2ccccc2Cl)c1C(=O)NCCS(=O)(=O)N1CCc2ccccc2C1	-25.0&1.0
CCc1cc(-c2nc(N)nc(C(F)(F)F)c2-c2ccc(Br)cc2)c(O)cc1OC	4.0
CSc1ncccc1C(=O)NCC[C@H](O)c1cc(C)oc1C	-1.0
O=S(=O)(NCC1CCN(Cc2ccco2)CC1)c1ccc(Cl)cc1	3.0
Cc1ccc(C=NNC(=O)c2cc3c(ccc4ccccc43)o2)o1	-3.4
COC(=O)c1ccc(OC)c(Cn2cnc3c(-c4cccc(Cl)c4)csc3c2=O)c1	-19.0&-4.0
O=c1ccc(-c2cccs2)nn1CCNS(=O)(=O)c1cccs1	-13.0
CSc1ncccc1C(=O)N(CCc1cccs1)Cc1ccoc1	9.0

# In another format: entries from further up.
SMILES: CC(C)N=c1scc(-c2ccco2)n1N=Cc1ccc(O)c(O)c1
  PriA SSB inh: 25.5

SMILES: COc1ccc2nc(N(Cc3ccccn3)C(=O)c3ccccc3Br)sc2c1
  PriA SSB inh: -4.0

SMILES: N=C(N)SCCO
  PriA SSB inh: -12.0

# Carrying on.
SMILES	PriA SSB inh
Cn1c(=O)c2c(ncn2CC(=O)N2CC(S(=O)(=O)Cc3ccco3)C2)n(C)c1=O	-4.0
O=C(NCCCc1ccccc1)NCC1(c2ccc(F)cc2)CC1	15.0
CC1(C(=O)O)CCC(C(=O)N2CCN(Cc3ccc(F)cc3)CC2)C1(C)C (stereo not drawn)	-10.0
CCCn1c(O)c(N=NC(=O)c2cccc([N+](=O)[O-])c2)c2ccccc21	-3.0
O=C1CC(C(=O)N2C3CCC2COC3)CN1c1ccc(Cl)cc1 (stereo not drawn)	-15.0
CCCCOc1ccccc1-c1cc2c(SCC(=O)Nc3cccc(Cl)c3C)nccn2n1	1.0
O=C(CSc1ncccn1)c1ccc2c(c1)OCO2	-15.0
O=C(NCc1cccs1)N1CCN(c2cc(C3CC3)ncn2)CC1	12.0
O=C(C1CC1)N1CCN(c2ccc(-c3ccc(Cl)cc3)nn2)CC1	-13.0
O=C(O)Cc1csc(SCC(=O)c2ccc(F)cc2)n1	6.0
Cn1c(C(F)(F)F)nn(CCNC(=O)c2ccccc2Br)c1=O	-7.0
O=C(NN=Cc1c[nH]c2ccccc12)c1cccs1	-2.8
COc1ccc(C(C)n2c(=O)[nH]c3c(-c4ccccn4)nsc3c2=O)cc1OC (stereo not drawn)	-16.0
O=C1NC(=O)c2cc(S(=O)(=O)N(CCO)CCO)cc3cccc1c23	-5.0
CCOC(=O)c1ccc(N/C=C(\C#N)C(=O)Nc2cccc(Cl)c2)cc1	3.0
O=C(NCC1CCN(c2ccncc2)CC1)C(=O)Nc1ccccc1Cl	-5.0
Cc1cc(-c2nnc(NC(=O)c3cccc(C(F)(F)F)c3)o2)nn1C	-1.0
O=C(Cc1csc(Nc2cccc(Cl)c2)n1)NCC1CCCO1 (stereo not drawn)	4.0
Cc1cc(-c2nnc(NC(=O)CCCS(=O)(=O)c3ccc(Cl)cc3)o2)nn1C	-10.0
O=C(Nc1cccc(-c2nc3ccccc3o2)c1)c1ccno1	3.0
Cc1nc(-c2ccccc2)sc1C(=O)Nc1ccc(-c2cn3c(n2)SCC3)cc1	21.0
Cc1cc(C)nc(SCc2cc(=O)c(OC(=O)c3ccc4c(c3)OCO4)co2)n1	-7.0
S=c1[nH]nc(-c2ccccn2)n1N=Cc1cccc2ccccc12	37.6
CCCCCNC(=O)C(=O)NCc1cccc(OC)c1	-3.0
COc1cccc(S(=O)(=O)N2CCCN(CCn3nc(C)cc3C)CC2)c1	-8.0
CN1CCN(C(CNC(=O)c2ccc(Cl)c(Cl)c2)c2ccsc2)CC1 (stereo not drawn)	3.0
Cc1nccn1CC1CCN(C(=O)Nc2ccc3c(c2)OCO3)CC1	3.0
CC(=O)Nc1ccc(S(=O)(=O)NCc2ccsc2)c(C)c1	9.0
NS(=O)(=O)c1ccc(CCNC(=O)Cc2cc(-c3ccc(F)cc3)on2)cc1	-20.0
COc1ccc(OC)c(NC(=O)c2cccn(Cc3cccc(C(F)(F)F)c3)c2=O)c1	-3.0
CCOc1ccccc1C(=O)Nc1c(C(=O)Nc2ccccc2F)oc2cccnc12	-4.0
CCOc1ccccc1NC(=O)Cn1nc(NC)c(-c2nc(-c3ccccc3)no2)c1N	-11.0
Cc1noc(C)c1C(=O)N1CCN(c2ccc(-c3noc(C(C)C)n3)cn2)CC1	14.0
COC(=O)C1CC(Oc2ccccc2F)CN1S(=O)(=O)c1cccnc1 (stereo not drawn)	-5.0
COc1cc(C(C)=O)ccc1OCC(O)Cn1ccnc1 (stereo not drawn)	-12.0
Cc1ccc2nc(-c3ccc(NC(=O)CC4CSc5nc(C)cc(=O)n54)cc3)sc2c1 (stereo not drawn)	-16.0
CSc1nc2ccc(NC(=O)c3ccn(C)n3)cc2s1	-8.0
COc1ccccc1CNC(=O)C(=O)Nc1ccc(C)c(N2CCCC2=O)c1	-11.0
COc1ccccc1C(=O)NCCC(O)c1ccsc1 (stereo not drawn)	-1.0
Cc1noc(C2CN(C(=O)c3cnc4ccccc4n3)C2)n1	-9.0

# Continued:
SMILES,PriA SSB inh
O=C(c1ccc(=O)[nH]n1)N1CCC(Oc2cnccn2)CC1,-1.0
O=C(CCc1cccc(Cl)c1)N(Cc1ccsc1)C1CC1,-19.0
COc1ccc(-c2cc3c(SCC(=O)Nc4ccc(Cl)cc4C(F)(F)F)nccn3n2)cc1,-17.0
CN(C)c1ccc(C=NNC(=O)C2COc3ccccc3O2)o1 (stereo not drawn),7.7
N#Cc1ccc(Cl)cc1NC(=O)C(=O)NC[C@H](O)c1ccc2c(c1)CCO2,-9.0
Cc1nnc(C2CCCN(C(=O)c3cccs3)C2)s1 (stereo not drawn),5.0
CCOC(=O)Nc1sc(-c2ccccc2)cc1C(N)=O,9.0
O=C(C1CCCC1)N1CCN(c2ncnc3c2nnn3-c2ccc(F)cc2)CC1,0.0
Cc1cc(C(=O)N2C3CCC2CC(S(=O)(=O)c2ccccc2)C3)c(C)o1 (stereo not drawn),-2.0
O=C(/C=C/c1ccc([N+](=O)[O-])s1)Nc1nc(-c2ccc([N+](=O)[O-])cc2)cs1,3.0
CN(C)c1cccc2c(C=NO)ccc(N(C)C)c12,-20.9
Cc1[nH]c(=O)[nH]c(=O)c1CCc1nnc(SCC(=O)NCC2CCCO2)o1 (stereo not drawn),1.0
Cc1cc(C(F)(F)F)nc(CCNC(=O)c2ccccc2Cl)n1,-8.0
CCN(CC)CCN1C(=O)C(=O)C(=C(O)c2ccc3c(c2)CC(C)O3)C1c1ccc(OC)cc1 (stereo not drawn),1.5
COc1cccc(OC)c1C(=O)NCC(c1ccc2c(c1)CCN2C)N1CCOCC1 (stereo not drawn),-5.0
Nc1ccc2c(c1)CN(C(=O)c1ccco1)CC2,31.0

# Some of the entries above, reformatted:
> Cc1cc(C(F)(F)F)nc(CCNC(=O)c2ccccc2Cl)n1
- PriA SSB inh: -8.0

> CCN(CC)CCN1C(=O)C(=O)C(=C(O)c2ccc3c(c2)CC(C)O3)C1c1ccc(OC)cc1 (stereo not drawn)
- PriA SSB inh: 1.5

> COc1cccc(OC)c1C(=O)NCC(c1ccc2c(c1)CCN2C)N1CCOCC1 (stereo not drawn)
- PriA SSB inh: -5.0

> Nc1ccc2c(c1)CN(C(=O)c1ccco1)CC2
- PriA SSB inh: 31.0

# (listing goes on)
SMILES,PriA SSB inh
CC(C)c1ccc(OCC(=O)Nc2c(C(N)=O)oc3ccccc23)cc1,-9.0
N#Cc1cc2c(nc1SCC(=O)O)CCC2,-2.0
CCOC(=O)c1ccccc1NC(=O)CSc1ncnc2c(-c3ccccc3)c[nH]c12,0.0
Cc1cc(C)nc(SCCCNC(=O)Nc2cc(C)on2)n1,6.0
Cc1csc(C(=O)NC(c2cccnc2)C2CCOCC2)c1 (stereo not drawn),-14.0
O=C(NN=Cc1ccccc1)c1sccc1OCc1ccc(F)cc1,-6.6
CCCN1C(=O)C(C)(C)COc2ccc(NS(=O)(=O)c3cc(Cl)ccc3OC)cc21,-8.0
COc1ccc(CNC(=O)NCc2nnnn2-c2ccc(Cl)cc2)cc1OC,1.0
COc1ccccc1N1CCN(CCNC(=O)COc2ccc(F)cc2)CC1,2.0
CC(=O)Nc1cccc(NC(=O)C(=O)NC2CCCC2)c1,-1.0&8.0
CC1=CC(C)[C@H](C=Nn2c(=O)[nH]c3c([nH]c4ccc(C)cc43)c2=O)C(C)C1 (stereo partly drawn),-4.4
CCS(=O)(=O)N1CCCc2ccc(NS(=O)(=O)Cc3ccc(Cl)cc3)cc21,12.0
COc1ccc(NC(=O)c2sccc2S(=O)(=O)N2CCN(c3ccccc3F)CC2)cc1,7.0
COc1ccc(C(N)=NOC(=O)Oc2ccccc2)cc1OC,-2.3
CCS(=O)(=O)N1CCN(c2cc(N3CCOCC3)cnn2)CC1,-4.0
O=C(Nc1ccc2c(c1)OCO2)N1C2CCC1COC2,-14.0
COc1ccc(CC(=O)NN=C(C)c2cccnc2)cc1OC,-10.7
Cc1sc(NC(=O)Cc2ccc(S(C)(=O)=O)cc2)c(C#N)c1C,-17.0
N#CC(C(=O)Oc1ccccc1)=C1Nc2ccccc2-c2ccccc21,-14.8
CC(=O)N1CCN(c2c(C)cnc3c2c(=O)n(CC(=O)NCC2CCCO2)c(=O)n3C)CC1 (stereo not drawn),-13.0
O=C(CN1C(=O)CCC1=O)Nc1nnc(-c2ccc3c(c2)OCCO3)o1,-3.0
O=C(NC1CCCCC1)N1CCN(CCn2ccnc2)CC1,1.0
O=C(NCCCn1nc(-c2ccccc2)ccc1=O)c1ccc(F)cc1,-1.0
Cc1ccc(NC(=O)CCc2csc(NC(=O)c3ccc(=O)[nH]c3)n2)cc1Cl,-9.0
CC(=O)c1ccc(S(=O)(=O)NCCn2ncccc2=O)cc1,-17.0
Cc1cccc(CC(=O)NCC(O)c2ccsc2)c1 (stereo not drawn),5.0
COc1ccc2nc(N(CCCN(C)C)C(=O)c3cc(C)no3)sc2c1,-8.0
COCCN(Cc1ccoc1)C(=O)c1ccc(S(=O)(=O)N2CCCC2)cc1,-26.0
COc1ccc(S(=O)(=O)NCC(c2ccsc2)N2CCc3ccccc3C2)cc1Cl (stereo not drawn),7.0
Cc1cc(C)c(S(=O)(=O)NCCn2nc(-n3cccn3)ccc2=O)cc1C,5.0
O=C(NCCn1nc(-c2ccncc2)cc1C1CC1)C1(c2cccs2)CCCC1,9.0
O=C(NN=Cc1ccccc1Br)c1cccc(S(=O)(=O)N2CCOCC2)c1,-4.9
CCOc1ccc(-c2noc(Cn3c(=O)n(-c4ccccc4F)c(=O)c4sccc43)n2)cc1OC,-4.0
COc1ccc(Cl)cc1C(=O)N1CCN(c2ccc3nnc(-c4ccco4)n3n2)CC1,2.0
Cc1ccc(C)c(C(=O)NCC2CCN(S(C)(=O)=O)CC2)c1,-25.0
O=C(NCc1ccc(F)c(Cl)c1)c1ccc(Cn2c(=O)[nH]c3ccsc3c2=O)cc1,-17.0
Cc1ccc(NC(=O)c2ccccc2C(F)(F)F)cc1N1CCCC1=O,-1.0
CN(C)S(=O)(=O)c1ccc(C(=O)NCCOc2cccc(C(F)(F)F)c2)cc1,-13.0
CCC(C(=O)Nc1cc(-n2c(C)nc3ccccc3c2=O)ccc1F)c1ccccc1 (stereo not drawn),0.0
COc1ccc([C@H](CNS(=O)(=O)c2ccc3c(c2)OCCO3)N2CCN(C)CC2)cc1,5.0
COc1cccc(C(=O)N2CCN(c3nc(N4CCOCC4)nc(-n4ccnc4)n3)CC2)c1OC,-3.0
Cc1cc(C)n(-c2ccc(=O)n(CC(=O)NCc3sc(-c4ccccc4C)nc3C)n2)n1,14.0
Cc1ccc(NC(=O)CN2C(=O)C(c3ccc(Cl)cc3)=NC2(C)C)c(C)c1,-19.0
O=C(COc1cccc(C(F)(F)F)c1)Nc1ncc(Cc2cc(Cl)ccc2Cl)s1,-18.0

# Only part of the results is shown; the hit share may differ from the screen's.
